Pol beta inh = blocks human DNA polymerase beta activity. P06746. hit rate 1.3% among 340,000. Potency, µM (doses to about 114 µM), without a hit: at the top dose activity change, negative = inhibition, usual class: inhibitors. Pol beta primer extension/strand displacement, fluorescence kinetic; further: potency means the concentration at half of the fitted maximal effect; on the % scale 0 is the no-effect control and ±100 the full control effect
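Reaction started by 50 nM substrate onto compound-treated Pol beta (10 nM, 15 min preincubation, room temperature); plates read at 0 min and 10 min. Normalized concentration-effect data fitted by four-parameter Hill equation.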
Glioma ERSR ind = ER stress response induction in glioma; U87-MG GRP78 promoter luciferase reporter, 16 h; AID 602332; Potency, µM, for inactives: top-dose activation, usual class: activators; hit rate 0.02% among 420,000; further: potency means the concentration at half of the fitted maximal effect; series mostly up to about 76 µM; % of control where 0% means no effect; nearly all actives have a fitted effect of over 35% in size
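Stably transfected U87-MG glioma cells carrying a GRP78-based luciferase sensor; 16 h compound incubation. Luminescence end-point read 10 min after Bright-Glo addition at room temperature.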
LDHA inh = LDHA (human) enzyme inhibition. P00338. purified LDHA, NADH/diaphorase-resazurin fluorescence; hits give low values. activity change, % (values are at about 110 or 230 µM). hit rate 0.15% among 480,000. AID 1347041; in the data active means activity change below about -30%; inconclusive means mostly about -25% to -30%;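 further: plate controls were DMSO wells for no effect and wells without enzyme for full effect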
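Enzyme activity of human lactate dehydrogenase 5 (2 nM; 0.06 mM NADH, 0.2 mM pyruvate, 5 min, RT) is measured via a resazurin/diaphorase fluorescence readout of residual NADH.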
Pol kappa inh = DNA polymerase kappa (human) inhibition; purified Pol kappa, fluorescent DNA synthesis assay, 10 min; Potency, µM (series often up to 107 µM), inactives show top-dose activity, negative = inhibition, usual class: inhibitors; hit rate 0.53% among 400,000; further: potency means the concentration at half of the fitted maximal effect; on the % scale 0 is the no-effect control and ±100 the full control effect
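Enzyme at 10 nM met test compounds for 15 min at room temperature. Substrate addition (50 nM final) began the reaction, which was monitored by fluorescence at 0 and 10 min.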
POLH inh = blocks human DNA polymerase eta activity. Q9Y253. recombinant Pol eta, fluorescent DNA replication assay. Potency, µM (series often up to 114 µM), inactives show at the top dose activity change, negative = inhibition, actives largely listed as inhibitors. hit rate 1.2% among 390,000; further: potency means the concentration at half of the fitted maximal effect; on the % scale 0 is the no-effect control and ±100 the full control effect
Target sequence (Q9Y253 whole entry, looked up): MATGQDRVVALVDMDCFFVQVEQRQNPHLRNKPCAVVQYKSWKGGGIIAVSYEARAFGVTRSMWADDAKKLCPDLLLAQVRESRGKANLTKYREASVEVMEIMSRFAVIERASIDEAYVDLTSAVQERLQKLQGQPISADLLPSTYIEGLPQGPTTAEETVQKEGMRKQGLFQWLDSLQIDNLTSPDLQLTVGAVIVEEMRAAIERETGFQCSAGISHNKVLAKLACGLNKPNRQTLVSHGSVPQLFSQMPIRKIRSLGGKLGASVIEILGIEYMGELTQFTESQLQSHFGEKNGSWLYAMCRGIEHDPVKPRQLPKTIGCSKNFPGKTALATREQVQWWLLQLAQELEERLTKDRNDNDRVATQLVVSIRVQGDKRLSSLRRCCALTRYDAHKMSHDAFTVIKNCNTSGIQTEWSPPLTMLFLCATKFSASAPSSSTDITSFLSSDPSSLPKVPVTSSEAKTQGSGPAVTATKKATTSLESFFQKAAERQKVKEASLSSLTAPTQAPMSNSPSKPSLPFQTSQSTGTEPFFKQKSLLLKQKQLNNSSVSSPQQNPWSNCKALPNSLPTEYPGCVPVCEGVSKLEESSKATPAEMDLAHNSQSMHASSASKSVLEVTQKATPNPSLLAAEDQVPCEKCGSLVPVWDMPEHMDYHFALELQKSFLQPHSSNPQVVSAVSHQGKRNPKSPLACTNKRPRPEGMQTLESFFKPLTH
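Fluorescent replication assay: 50 nM final substrate added after a 15 min room-temperature compound preincubation with 10 nM enzyme. Signal taken at 0 min and again at 10 min.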
BLM helicase inh = blocks DNA unwinding by human BLM helicase; P54132; recombinant BLM DNA unwinding, fluorescence dequenching; Potency, µM (titrated, usually from 56.1 µM), without a hit: at the top dose activity change, negative = inhibition, most hits filed as inhibitors; hit rate 0.2% among 350,000; AID 2528;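 further: potency means the concentration at half of the fitted maximal effect; plate controls were vehicle for no effect and no enzyme for full effect; nearly all actives have a fitted effect of over 35% in size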
POLI inh = blocks human DNA polymerase iota activity; hit rate 1% among 390,000; Potency, µM (top dose mostly 115 µM), without a hit: at the highest dose activity, negative = inhibition, hits mostly inhibitors; Pol iota fluorescent replication assay, 10 min; Q9UNA4; further: potency means the concentration at half of the fitted maximal effect
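Pol iota at 10 nM preincubated 15 min with compounds at room temperature; reaction started with fluorescent substrate, 50 nM final. Fluorescence read kinetically at 0 and 10 min; buffer-only wells as negative control.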
APE1 inh = APE1 (human) endonuclease inhibition. P27695. recombinant APE1, TAMRA/BHQ-2 abasic DNA cleavage fluorescence. Potency, µM (titrated, usually from 65.8 µM), without a hit: at the top dose activity change, negative = inhibition, actives largely listed as inhibitors. hit rate 0.35% among 350,000. AID 2517;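 further: potency means the concentration at half of the fitted maximal effect; plate controls were vehicle for no effect and reference inhibitor for full effect; nearly all actives have a fitted effect of over 55% in size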
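Step 1: APE1 (0.75 nM) with compound, 15 min RT. Step 2: add 50 nM fluorophore/quencher THF duplex. Step 3: three fluorescence reads 60 s apart (525/598 nm); read 3 minus read 1 = reaction progress.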
Apoferritin bind = binds horse apoferritin like a general anesthetic; apoferritin/1-aminoanthracene competitive binding, fluorescence; hit rate 0.074% among 350,000; P02791; Potency, µM (top dose mostly 77.5 µM), without a hit: at the highest dose activity change, negative = displacement, actives largely listed as inhibitors; further: potency means the concentration at half of the fitted maximal effect; on the % scale 0 is the no-effect control and ±100 the full control effect; nearly all actives have a fitted effect of over 20% in size
Target sequence (P02791 2-175 limits assumed): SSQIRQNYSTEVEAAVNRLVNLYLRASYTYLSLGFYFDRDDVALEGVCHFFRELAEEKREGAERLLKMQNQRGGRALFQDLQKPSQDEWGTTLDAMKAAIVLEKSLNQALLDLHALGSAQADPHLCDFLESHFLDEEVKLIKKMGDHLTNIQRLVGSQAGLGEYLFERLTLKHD
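Steps: apoferritin (10 uM) was premixed with half-saturated 1-AMA in PBS, compounds were pin-transferred, plates stood 10 min at room temperature, fluorescence was read at 380/535 nm, and curves were fitted with a Hill equation.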
* hit, by the source's call; ? = inconclusive; nt = no result given; & = joins results of further samples; [ ] = dose if it differs, or a comment. Unless noted, the call rests on the fitted dose curve; in most records, active means well fitted curve in the direction sought with a large enough effect; inconclusive means small, poorly fitted or top-dose-only effect, or another doubt; inactive means no such curve, though single readings can be large; an effect the other way counts as inactive or inconclusive.

1	CCOc1ccccc1NC(=O)C1CCCN(c2ncnc3onc(-c4ccc(F)cc4)c23)C1 (stereo unspecified)
2	Cc1cccn2c(CNCCCn3ncc4ccccc43)c(C(=O)N3CCCCC3)nc12
3	Cc1ccc(N2CC(c3nnc(Cc4ccccc4Cl)o3)CC2=O)cc1 (stereo unspecified)
4	CN(C)c1ccc(NS(=O)(=O)c2cc(Cl)ccc2Cl)cc1
5	COc1ccc(NC(=O)Nc2nnc(C(C)(C)C)s2)cc1
6	CN(CC(=O)Nc1c(Cl)cccc1Cl)C(=O)c1ccccc1SCC(=O)N1CCCC1
7	COc1cc(C(=O)NCc2nnc(SCC(=O)N3CCOCC3)o2)cc(OC)c1OC
8	CCN1CCn2c1nc(N1CCOCC1)nc2=O
screen / no.,1,2,3,4,5,6,7,8
Pol beta inh,13%,-5%,13%,0%,4%,24%,5%,-11%
Glioma ERSR ind,-2%,0%,-3%,7%,2%,-4%,-1%,-3%
LDHA inh,0,-3,-7,11,-3,-9,-2,-2
Pol kappa inh,-4%,2%[60.1 µM],11%,-8%,-13%,-8%,6%[60.1 µM],-2%
POLH inh,-17%,-28%,-13%,-3%,-10%,-14%,-15%,7%
BLM helicase inh,1%,-6%,-1%,-5%,-8%,1%,0%,1%
POLI inh,8%,2%,-9%,5%,5%,25%,-17%,25%
APE1 inh,nt,3%,nt,5%,2%,57%[activator],3%,-2%
Apoferritin bind,-5%,-8%,?,-12%,?,0%,-5%,3%

Continued, overlapping the part above by 3 compounds.
6	CN(CC(=O)Nc1c(Cl)cccc1Cl)C(=O)c1ccccc1SCC(=O)N1CCCC1
7	COc1cc(C(=O)NCc2nnc(SCC(=O)N3CCOCC3)o2)cc(OC)c1OC
8	CCN1CCn2c1nc(N1CCOCC1)nc2=O
9	COc1ccc(-c2cc(-c3ccccc3)c(C#N)c(SCC(O)CS(=O)(=O)Cc3ccccc3)n2)cc1 (stereo unspecified)
10	O=C(CC1NCCNC1=O)Nc1ccc(Oc2ccccc2)cc1 (stereo unspecified)
11	Cc1cccnc1NC(=O)CCn1c(=O)oc2ccccc21
12	COCCN(C(=O)COC(=O)/C=C/c1ccccc1Cl)c1c(N)n(Cc2ccccc2)c(=O)[nH]c1=O
13	COc1cc(OC)c(NC(=O)NC(C)c2c(-n3cccc3)sc(C)c2C)cc1Cl (stereo unspecified)
14	C=C(C)c1cccc(C(C)(C)NC(=O)Nc2ccc(Cl)cn2)c1
15	N#Cc1c(/N=C/c2ccc(-c3ccccc3C(=O)O)o2)sc2c1CCCC2
16	COc1cccc(S(=O)(=O)NCc2ccc(C(=O)NCC3CCCO3)cc2)c1 (stereo unspecified)
screen / no.,6,7,8,9,10,11,12,13,14,15,16
Pol beta inh,24%,5%,-11%,-22%,0%,14%,nt,0%,?,28µM*,12%
Glioma ERSR ind,-4%,-1%,-3%,-3%,4%,1%,-3%,nt,-5%,2%,-1%
LDHA inh,-9,-2,-2,3,-8,2,-9,-4,1,1,-1
Pol kappa inh,-8%,6%[60.1 µM],-2%,5%,-7%,12%,-13%,-7%,-7%,-31%,5%
POLH inh,-14%,-15%,7%,-12%,-14%,-8%,3%,nt,-26%,28µM*,-7%
BLM helicase inh,1%,0%,1%,-6%,1%,-3%,nt,-17%,-6%,-12%,0%
POLI inh,25%,-17%,25%,9%,-8%[58.9 µM],-12%,21%,31%[activator],110%[activator],?,-17%[58.9 µM]
APE1 inh,57%[activator],3%,-2%,nt,3%,14%,15%,nt,2%,?,-3%
Apoferritin bind,0%,-5%,3%,97%[activator],-14%,-3%,nt,32%[activator],-8%,-22%,3%

17	C[C@H](CO)N1C[C@H](C)[C@@H](CN(C)C(=O)Nc2ccc(C(F)(F)F)cc2)Oc2c(NC(=O)NC3CCCCC3)cccc2C1=O
18	COc1ccc(OC)c(NC(=O)CSCc2cnn(-c3ccccc3)c2-n2cccc2)c1
19	CCOC(=O)c1c(S(=O)(=O)N(C)Cc2ccccc2)c(C)n(C)c1C
20	Cc1onc(-c2ccccc2Cl)c1C(=O)N1CCc2ccccc2C1
21	COc1cccc(CN(C)C(=O)/C=C/c2ccc(S(=O)(=O)N3CCCCCC3)cc2)c1
22	Cn1nnnc1SCC(=O)Nc1cc(S(=O)(=O)N2CCCC2)ccc1Cl
23	Cc1ccc(C2OC(=O)c3ccccc32)cc1 (stereo unspecified)
24	Cc1cccc(C)c1NC(=O)COC(=O)c1cc[n+]([O-])cc1
screen / no.,17,18,19,20,21,22,23,24
Pol beta inh,nt,1%,6%,4%,0%,30%,95%,nt
Glioma ERSR ind,0%,-4%,-5%,-2%,-1%,-1%,2%,-1%
LDHA inh,4,1,-2,-11,-3,-7,-5,3
Pol kappa inh,3%,-15%,13%,-3%,-14%,-5%,-2%,4%
POLH inh,-16%,-25%,-13%,-6%,-20%,-4%,-13%,-15%
BLM helicase inh,nt,-9%,-2%,-5%,-7%,1%,6%,nt
POLI inh,-11%,4%,82%[activator],6%,9%,97%[activator],-2%,4%
APE1 inh,-6%,-7%,82%[activator],3%,4%,3%,19%,36%
Apoferritin bind,nt,77%[activator],-10%,?,?,-11%,?,nt

25	Cc1ccc(S(=O)(=O)n2nc(C)c(Br)c2C)c(C)c1C
26	O=C(CSc1nc2ccccc2c(=O)n1-c1ccc(F)cc1F)Nc1ccc(N2CCOCC2)cc1
27	Cc1cc(C)cc(NC(=O)N2CCC3(CC2)Oc2ccccc2C(=O)N3Cc2ccccc2F)c1
28	CC1CCC(NC(=O)c2ccc(CS(=O)(=O)c3ccc(Cl)cc3)o2)CC1 (stereo unspecified)
29	COC(=O)c1cccc(N2C(=O)c3cccnc3C2=O)c1
30	CCCCCCSc1ccc(-c2nc3ccc(C)cn3c2NCc2ccccc2)cc1OC
31	CCOc1cc(CN2CCCC(CO)(Cc3ccc(F)cc3F)C2)ccc1OC (stereo unspecified)
32	CCOc1ccc(-c2nc3c(C#N)c[nH]n3c2NC2CCCCC2)cc1
screen / no.,25,26,27,28,29,30,31,32
Pol beta inh,38%,6%,2%,-15%,4%,nt,-1%,13%
Glioma ERSR ind,-5%,-4%,nt,-2%,-4%,7%,-4%,2%
LDHA inh,3,0,-9,1,-5,0&3,2,-5
Pol kappa inh,-14%,-14%,-14%,-2%[60.1 µM],-13%,0%,19%,-7%
POLH inh,-5%,?,nt,-19%,-10%,-14%,-13%,-15%
BLM helicase inh,-5%,-4%,-5%,-3%,-1%,nt,-12%,-2%
POLI inh,8%,-11%,-1%,6%,?,?,27%,9%
APE1 inh,-1%,22%,nt,nt,23%,44%[activator],-9%,nt
Apoferritin bind,-11%,-11%,1%,2%,-9%,nt,-5%,-9%

33	O=C(NC(=S)Nc1ccccc1N1CCCC1)c1cccs1
34	CC(=O)Nc1ccc(NC(=O)[C@@H](NC(=O)c2ccccc2F)C(C)C)cc1
35	O=C(CSc1nc2c([nH]c3ccccc32)c(=O)n1-c1ccccc1)Nc1ccc2c(c1)OCO2
36	CN(C)CCCNc1oc(/C=C/c2ccccc2)nc1C#N
37	CC(OC(=O)C1CC(O)CN1S(=O)(=O)c1ccccc1[N+](=O)[O-])C(=O)N1CCCCC1 (stereo unspecified)
38	CCn1c(C(=O)N2CCC(C(=O)N3CCN(c4cc(C)ccc4C)CC3)CC2)cc2sccc21
39	CCOc1cc(/C=N/NC(=O)C(=O)NCC2CCCO2)ccc1OCC(=O)N1CCOCC1 (stereo unspecified)
40	CCOC(=O)C1=C(C)NC(=O)NC1c1ccc(-c2ccc(F)cc2)o1 (stereo unspecified)
screen / no.,33,34,35,36,37,38,39,40
Pol beta inh,8%,4%,-2%,-21%,22%,?,7%,9%
Glioma ERSR ind,12%,-1%,-1%,-6%,0%,-2%,-4%,-2%
LDHA inh,1,0,-3,-5,-3,-2,-9,-3
Pol kappa inh,-11%,12%,-10%[60.1 µM],-12%,8%,-17%,5%,1%
POLH inh,-9%,-13%,-9%,-5%,-9%,-10%,-8%,-25%
BLM helicase inh,-12%,1%,-4%,5%,-16%,-10%,0%,-2%
POLI inh,59%,10%,-1%,124%[activator],20%,4%,155%[activator],94%[activator]
APE1 inh,?,10%,nt,-3%,13%,nt,4%,-11%
Apoferritin bind,-13%,6%,52%[activator],247%[activator],4%,-5%,3%,-5%

POLH inh, hit marks shown above.
cpd | molecule | Glioma ERSR ind | LDHA inh | Pol kappa inh | POLH inh | BLM helicase inh | POLI inh | APE1 inh | Apoferritin bind
15 | N#Cc1c(/N=C/c2ccc(-c3ccccc3C(=O)O)o2)sc2c1CCCC2 | 2% | 1 | -31% | 28µM* | -12% | ? | ? | -22%

The list is partial; rates above refer to the full screens.
